TIM10 inh – TIM10 yeast growth inhibition | inhibition, % at 10 µM | S. cerevisiae TIM10 strain growth, BacTiter-Glo luminescence, 24 h | hit rate 1.4% among 330,000 | AID 463195;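 active = inhibition of 40% or more at the single tested concentration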;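 also: wild-type TIM10 isogenic control strain grown at permissive 25 °C; 0% = DMSO yeast wells and 100% = minimal medium wells without yeast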
APJ antagonist – antagonists of human APJ apelin receptor | AID 2521 | CHO-K1 APJ beta-arrestin complementation, luminescence | P35414 | hit rate 0.32% among 330,000 | inhibition, % at 20 µM;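 active = inhibition above about 40% at 20 µM, limit read from the data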;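 also: cells challenged with 10 nM apelin-13 agonist together with compound; plate controls were apelin-13 plus DMSO wells for no effect and DMSO wells lacking apelin-13 for full effect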
Target sequence (P35414 whole entry, looked up): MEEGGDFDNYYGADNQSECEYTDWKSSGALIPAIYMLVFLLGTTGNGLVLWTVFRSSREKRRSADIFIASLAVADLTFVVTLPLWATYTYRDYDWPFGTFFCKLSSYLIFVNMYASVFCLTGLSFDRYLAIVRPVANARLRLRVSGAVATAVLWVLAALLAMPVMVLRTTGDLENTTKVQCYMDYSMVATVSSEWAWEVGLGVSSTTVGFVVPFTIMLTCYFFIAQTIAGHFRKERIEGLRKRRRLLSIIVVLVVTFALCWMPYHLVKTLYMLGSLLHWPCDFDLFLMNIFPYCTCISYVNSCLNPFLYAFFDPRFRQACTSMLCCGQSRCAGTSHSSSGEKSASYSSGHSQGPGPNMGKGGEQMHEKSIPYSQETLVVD
MPTP block – blocks calcium-induced mitochondrial swelling | isolated mouse mitochondria, Ca2+ swelling absorbance, 30 min | AID 602449 | hit rate 1.4% among 360,000 | inhibition, % at 10 µM;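 active = inhibition of 50% or more, scaled per plate between neutral and stimulator controls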;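 also: 0% = DMSO wells given calcium and 100% = 1 mM EGTA wells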
NLRP3 yeast inh – inhibitors of NALP3 inflammasome in yeast | hit rate 0.39% among 330,000 | inhibition, % at 10 µM | Yeast reconstituted NLRP3/ASC/caspase-1, beta-gal luminescence, 24 h | AID 2825;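 active = inhibition of 50% or more; inactive = inhibition below 50%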;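 also: plate controls were induced DMSO wells for no effect and uninduced yeast grown without galactose for full effect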
tim10-1 inh – growth inhibitors of tim10-1 mutant yeast; S. cerevisiae tim10-1 ts strain growth, BacTiter-Glo, 24 h; inhibition, % at 20 µM; hit rate 2.2% among 330,000;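 active = inhibition of at least 40%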;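 also: mutant grown at 25 °C; 0% = DMSO wells with yeast and 100% = wells holding no yeast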
beta cell repl – induces beta-cell replication in MIN6 cells; MIN6 cells proliferation, ATPlite luminescence, 48 h; cells starved in 0.2% serum; 100% = growth in 10% serum; proliferation, % at 10 µM; hit rate 0.29% among 330,000;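 active = compounds whose signal lies at least 3.5 SD above the mean of all wells on their plate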;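 also: 0% = DMSO-treated cells in low-serum medium and 100% = 10% serum control; some compounds called inactive have numbers as strong as hits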
NR3A LBD binder – modulates the human NR3A ligand-binding domain; NR3A LBD differential scanning fluorimetry, Tm shift; 0% = protein alone, 100% = glycine-bound protein; Tm shift relative to glycine control, % at 25 µM; hit rate 2.5% among 340,000; AID 1259313;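 active = melting temperature shift of at least 10% of the positive control shift, at one fixed dose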
APJ agonist – agonists of human APJ apelin receptor | activation, % at 20 µM | hit rate 0.11% among 330,000 | P35414 | CHO-K1 APJ PathHunter beta-arrestin, luminescence; 0% DMSO wells, 100% apelin;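 active = activation more than six SD over the plate average, tested at 20 µM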;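 also: 0% = DMSO alone and 100% = apelin-13 at 10 nM; some results filed as inactive read as strong as hits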
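assay system = CHO-K1 APJ beta-arrestin complementation cell line | input = cell density 1000 per well | dosing = compound 20 µM once, DMSO 1% | timing = compound 90 min 25 °C, reagent 1 h | measured by = luminescence from split beta-galactosidase complementation, Galacton Star/Emerald II substrate | read-out basis = APJ agonist activity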
tim23-1 inh – growth inhibitors of tim23-1 mutant yeast; S. cerevisiae tim23-1 growth, BacTiter-Glo luminescence, 24 h; inhibition, % at 20 µM; hit rate 1.3% among 330,000;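 active = growth inhibition of the mutant yeast at or above 50%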;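 also: temperature-sensitive mutant grown at 25 °C; plate controls were DMSO-treated mutant yeast for no effect and medium wells lacking yeast for full effect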
An asterisk follows results filed as active; nt = no result given.

SMILES	TIM10 inh	APJ antagonist	MPTP block	NLRP3 yeast inh	tim10-1 inh	beta cell repl	NR3A LBD binder	APJ agonist	tim23-1 inh
CO[C@H]1CC[C@@]2(C)[C@@H](CC[C@@H]3[C@@H]2CC[C@@]2(C)[C@H]3C[C@H](C(=O)O)O[C@]23CCCO3)C1	4.0	nt	-0.1	nt	7.3	nt	0.8	nt	25.2
COC(=O)C1CCN(C(=O)COC(=O)c2n[nH]c3ccccc23)CC1	-4.0	-5.1	0.0	-0.1	4.0	2.6	-1.9	-2.7	-1.6
COc1cccc(N2CCN(C(=O)C3CCN(S(=O)(=O)c4cccs4)CC3)CC2)c1	18.0	-5.9	-1.4	1.9	3.9	-1.4	-0.9	-1.0	10.2
CC/C(=N/N=C(\CC)c1ccccc1)c1ccccc1	-6.3	-6.9	1.8	8.4	6.6	0.0	-1.5	2.2	2.7
CN(C)c1nc(N)nc(CSc2nc3c(c(=O)n(C)c(=O)n3C)n2Cc2ccccc2F)n1	0.7	-2.5	-1.2	-0.6	18.7	-0.4	-0.8	-0.6	-19.4
CC1=C(C(=O)Nc2cccc(C(=O)NC(C)c3ccccc3)c2)SCCO1 (centres undefined)	13.1	5.8	-0.7	12.8	25.2	-1.1	-0.5	-0.4	15.0
Cc1cc(-c2ccco2)n(CC(=O)O)n1	-0.7	4.0	-0.8	6.1	-4.1	-2.3	1.3	5.0	-6.0
Cc1ccc(C(=O)Nc2ccc(O)cc2C(=O)O)cc1C	2.2	1.0	-1.2	0.3	9.5	-3.1	-13.9	-5.0	0.0
Cn1c(CN2CCOCC2)nc2cc(NC(=O)c3ccc(F)cc3)ccc21	3.2	4.8	0.5	-15.6	-5.4	-4.1	0.5	-5.4	-7.9
NC(=O)C1CCN(c2nc(-c3cccnc3)cs2)CC1	3.6	9.5	1.0	8.8	4.0	-2.1	-1.4	-2.4	5.9
Cc1ccc(NC(=O)CSc2nc3ncc(Cl)cc3[nH]2)c(C)c1	-2.7	17.7	1.2	22.9	-5.9	2.9	0.1	-1.4	11.2
COc1ccc([N+](=O)[O-])cc1NC(=O)C1CCCCC1C(=O)O (centres undefined)	3.9	-25.9	1.5	8.4	12.9	-1.1	18.0*	nt	7.3
Cn1c(=O)[nH]c(=O)c2c1nc(N1CCCCCC1)n2Cc1cccc2ccccc12	31.1	15.9	-4.1	9.5	10.8	-4.9	-2.3	-2.9	7.4
CCOC(=O)N1CCN(c2nc(N(c3ccccc3)c3ccccc3)nc(-n3ccnc3)n2)CC1	-71.2	1.6	nt	2.7	-1.6	-5.9	nt	-1.4	0.8
Cc1cc(CN(C)C(=O)c2ccc(OC3CCN(S(=O)(=O)N(C)C)CC3)cc2)n[nH]1	-3.2	-0.8	0.8	14.9	-8.1	-1.6	-2.8	1.8	-7.6
O=C(Nc1ccc(Oc2ccsc2C(=O)O)cc1)c1ccccc1F	-15.2	9.9	0.4	-7.1	-10.6	-2.1	3.5	-5.0	16.9
CC(=O)c1ccc(NC(=O)N2CCN(c3ccc(C)cc3)C(C)C2)cc1 (centres undefined)	20.2	-43.3	1.1	37.4	-3.8	7.1	0.3	3.8	47.3
CC1=C(C(=O)Nc2ccccc2)C(c2cc(CN3CCOCC3)cs2)C2=C(CCCC2=O)N1 (centres undefined)	-1.8	-0.5	-2.0	-1.4	7.0	-2.0	-0.6	-1.1	-0.8
Cc1ccc(-c2nc3ccccc3[nH]2)cn1	-11.5	14.1	0.3	15.3	-24.4	-1.2	-1.5	-1.4	33.7
CCOc1ccc(CNC(=O)CS(=O)(=O)Cc2nc(-c3ccc(OC)cc3)oc2C)cc1	-4.6	-29.8	1.2	9.6	17.9	0.8	0.6	0.3	4.6
COc1ccccc1N(CCC#N)C(=S)Nc1ccc(S(=O)(=O)N2CCOCC2)cc1	-2.5	-4.6	-0.9	1.9	-2.1	2.9	-3.5	-6.3	3.6
COc1cc(CCC(=O)OCC(=O)Nc2c(F)cccc2F)cc(OC)c1OC	3.3	-2.7	0.9	2.7	9.2	-1.3	-0.1	-3.0	9.9
O=C(OC1CO[C@H]2O[C@@H]1[C@H](OC(=O)c1ccccc1)[C@H]2OC(=O)c1ccccc1)c1ccccc1 (some centres undefined)	-3.2	-5.1	-0.5	-0.2	-8.3	-1.7	1.5	-0.9	-9.5
Cc1c(Cc2ccccc2)c(=O)oc2cc(O)cc(O)c12	-13.0	-5.9	3.5	7.3	-39.3	-2.9	-2.7	-4.6	-0.6

3 entries out of the list, sorted by molecular weight, descending.
SMILES	TIM10 inh	APJ antagonist	MPTP block	NLRP3 yeast inh	tim10-1 inh	beta cell repl	NR3A LBD binder	APJ agonist	tim23-1 inh
O=C(OC1CO[C@H]2O[C@@H]1[C@H](OC(=O)c1ccccc1)[C@H]2OC(=O)c1ccccc1)c1ccccc1 (some centres undefined)	-3.2	-5.1	-0.5	-0.2	-8.3	-1.7	1.5	-0.9	-9.5
CC1=C(C(=O)Nc2ccccc2)C(c2cc(CN3CCOCC3)cs2)C2=C(CCCC2=O)N1 (centres undefined)	-1.8	-0.5	-2.0	-1.4	7.0	-2.0	-0.6	-1.1	-0.8
Cc1c(Cc2ccccc2)c(=O)oc2cc(O)cc(O)c12	-13.0	-5.9	3.5	7.3	-39.3	-2.9	-2.7	-4.6	-0.6

Remaining list, next part.
SMILES	TIM10 inh	APJ antagonist	MPTP block	NLRP3 yeast inh	tim10-1 inh	beta cell repl	NR3A LBD binder	APJ agonist	tim23-1 inh
O=C(/C=C1\SC(=O)NC1=O)Nc1ccc(C(=O)O)cc1	1.6	-1.4	0.4	-5.6	-2.0	-3.0	1.1	-5.6	9.3
Cc1ccc(C)c(N(C(=O)Cn2nnc(-c3cccs3)n2)C(C(=O)NC2CCCC2)c2ccncc2)c1 (centres undefined)	-12.7	3.2	0.7	6.0	13.0	-1.7	-1.6	-4.5	-0.8
O=C(CSc1n[nH]c(-c2ccncc2)n1)Nc1ccccn1	4.3	13.5	0.4	26.1	6.7	0.5	-1.5	-2.3	5.8
O=C(c1ccc(NS(=O)(=O)c2ccc3[nH]c(=O)[nH]c3c2)cc1)N1CCN(c2ccccc2)CC1	6.4	-51.2	1.6	0.9	-0.8	-0.5	0.5	-0.7	2.1
Cc1ccc(S(=O)(=O)N2CCCN(S(=O)(=O)c3ccc4ccccc4c3)CC2)cc1	25.6	0.5	3.1	8.4	22.2	0.4	-2.9	1.7	27.5
CN(C)S(=O)(=O)c1cccc(NC(=S)NCc2ccco2)c1	0.4	-13.2	-2.0	17.3	-2.6	-2.1	-1.0	-0.8	9.3
C=CCN1N=C(/C=C/c2ccccc2)CCC1=O	-3.0	-5.7	-0.1	28.7	12.1	-1.9	1.9	-1.7	7.6
CC(=O)O[C@@H]1[C@H]2[C@@H](C[C@@H](C)[C@@H]3C=CC(=O)[C@@]13C)OC(=O)[C@@H]2C	20.4	2.5	-0.7	6.9	18.2	2.0	-0.5	0.0	20.7
Cc1cc(/C=C(/C#N)c2cccc(F)c2)c(C)n1-c1cccnc1	11.6	23.6	0.9	26.8	-7.1	-1.6	0.5	-2.8	45.4
CN(CC(=O)Nc1ccc(F)c(F)c1F)C(=O)C1COc2ccccc2O1 (centres undefined)	8.2	-3.4	-0.5	12.4	-8.6	-0.7	0.5	-3.0	0.1
NC(=O)CSc1nnc(-c2cccnc2)n1Cc1ccccc1	-2.4	-7.1	-0.9	0.6	-5.8	-0.7	-5.7	5.3	-4.8
CCn1nc(NC(=O)c2ccncc2)c2cc3cccc(C)c3nc21	12.9	10.1	2.5	7.0	19.7	-2.0	-0.6	-4.6	4.5
O=C(Cn1cc(C(F)(F)F)cc(Cl)c1=O)NCCc1ccc(Cl)cc1Cl	-8.9	-3.3	0.7	-3.9	4.7	-2.2	5.2	-1.3	-5.7
COc1cc2c(cc1NC(=O)COC(=O)/C=C/c1ccccc1)oc1ccccc12	-21.9	-0.9	-1.2	-0.8	-9.2	-0.3	-19.6	2.6	-24.6
Cc1cc(NC(=O)CSc2nc3c(c(=O)n2-c2ccccc2)SC(C)C3)no1 (centres undefined)	-9.9	11.9	0.3	14.2	4.6	1.4	-2.5	7.0	-11.3
CCOc1ccc(NC(=S)NC23CC4CC(CC(C4)C2)C3)cc1	-4.3	2.4	6.5	19.9	-2.9	-3.5	-5.0	2.7	-8.2
O=C(CC1SC(N2CCCCC2)=NC1=O)Nc1cccc(C(=O)Nc2ncccc2O)c1 (centres undefined)	-3.1	2.9	-0.3	16.4	-10.2	3.1	-0.4	-1.8	-13.3
CCOc1ccc(CNC(=O)CCC(=O)n2ncc3ccc(Cl)cc32)cc1	-1.6	6.1	-0.8	15.9	6.9	3.6	-1.2	-1.4	8.0
CCS(=O)(=O)N1CCC(C(=O)Oc2ccc(C)c(C)c2)CC1	-5.7	12.0	1.4	22.1	5.3	-3.6	-4.7	-2.8	9.9
Cc1ccc2c(c1)N/C(=C(\C=C(/Cl)[N+](=O)[O-])[N+](=O)[O-])N2	-7.3	-10.6	nt	9.2	6.2	-5.2	nt	-1.6	22.5
COc1ccc(N2C(=O)C3ON(C4SC(=S)N(C)C4(C)C)C(c4ccc([N+](=O)[O-])cc4)C3C2=O)cc1 (centres undefined)	2.3	9.5	-1.6	6.1	4.2	-1.3	3.1	-1.5	-10.9
CC1CCN(C(=O)c2ccc3c(c2)OCCO3)CC1	-8.1	-12.6	-2.9	13.1	5.5	-1.6	-4.4	-8.0	11.4
Cc1cccc(NC(=O)C2CCN(S(=O)(=O)c3ccc4c(c3)NC(=O)CO4)CC2)c1C	7.9	-7.6	-0.3	-14.6	-1.5	-2.8	-9.2	0.9	15.5
COc1cccc(CNC(=O)CCNC(=O)Cn2ccc3ccccc3c2=O)c1	-5.1	14.0	0.0	-5.0	-3.3	-1.8	-0.3	-2.4	4.3
CC1C(=O)OC(c2ccc(Br)cc2)C(C)(C)C1=O (centres undefined)	6.7	19.9	1.3	5.6	-7.9	-2.2	-0.4	0.0	14.1
COc1ccc(/C=N/S(=O)(=O)c2cccs2)cc1	-1.8	-6.4	-5.5	3.9	6.2	-0.5	-0.9	-4.6	3.3
COC(=O)CNC(=O)C1CCC(CNS(=O)(=O)c2cccc3nsnc23)CC1 (centres undefined)	9.2	9.4	1.0	-9.9	25.6	0.1	-1.2	5.2	7.4
COc1ccc(S(=O)(=O)N2CCN(C(=O)COc3ccccc3)CC2)cc1	-1.5	10.8	-2.3	16.8	8.9	0.9	-0.9	-2.6	16.9
CC(C)(C)NC(=O)CCN(/N=C/c1ccccc1F)C1=NS(=O)(=O)c2ccccc21	15.5	-1.6	-0.3	13.3	-6.7	-0.2	0.6	-1.1	15.5
Cc1c(Cl)cccc1NC(=O)CNCc1ccccc1F	-1.4	5.7	-0.3	17.6	-10.4	-2.1	1.5	-3.4	17.8
CC(C)CNC(=O)[C@H](Cc1ccccc1)NC(=O)c1ccco1	-8.8	5.8	-1.2	10.6	17.7	-1.0	-1.5	-6.9	0.9
CC(C)C(=O)N1CCC(CN=CC2=C(O)CC(C)(C)CC2=O)CC1	-6.0	1.1	69.4*	-13.8	-0.3	1.7	-1.2	-1.8	0.2
CCOc1ccc(NC(=O)CC2C(=O)N(CC)C(=S)N2CCNC(C)=O)cc1 (centres undefined)	4.7	12.2	0.6	16.6	-12.2	0.0	-11.6	-2.0	7.5
CCc1ccc(-c2csc3ncn(Cc4ccc(C(=O)O)cc4)c(=O)c23)cc1	16.1	7.2	0.0	10.7	13.1	-2.4	-1.3	-0.1	12.1
COc1ccc(CNC(=O)Cn2cnc3c(SC)nc(N)nc32)cc1	-4.3	8.4	0.7	12.7	-21.7	-0.9	1.2	-2.0	-1.3
